MrgX1 allo act – allosterically activates human MrgX1 receptor signaling. Q96LB2. MrgX1-HEK293, Fluo-4 calcium flux, FDSS; active compounds read high. B-score at 10 µM. actives 0.63% (n = 310,000). AID 588675;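 active = plate-corrected calcium response at least 3 library SD above typical, normal starting fluorescence, not activating the receptor alone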;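 also: compound read alongside a low EC10 to EC30 dose of BAM8-22 agonist; peak minus trough fluorescence over baseline measured at the second addition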
MrgX1 ag – agonists of human MrgX1 receptor. Q96LB2. MrgX1-HEK293 cells, Fluo-4 calcium fluorescence, agonist mode; active compounds read high. B-score at 10 µM. actives 0.44% (n = 310,000);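 active = calcium response B-score plate-corrected fluorescence ratio at least 3 library SD, with starting fluorescence B-score inside 5 SD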
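Test system: Stable human MrgX1 HEK293 cell line | Schedule: Overnight plating before 1 h dye loading | Read-out basis: Baseline-normalised fluorescence change ratio, B-scored | Detection: Kinetic calcium dye fluorescence, Fluo-4 NW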
TMEM16A inh – mouse TMEM16A channel inhibition, primary screen; actives 1.2% (n = 310,000); normalized B-score (activity score, 25-100; higher = stronger inhibition) at 10 µM; HEK293 TMEM16A/YFP iodide influx fluorescence, ionomycin; Q8BHY3;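 active = ratio plate-corrected score three or more library SD toward inhibition, starting fluorescence score within five deviations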;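 also: score derived from kinetic fluorescence span divided by baseline fluorescence per well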
TRPC6 act – activators of mouse TRPC6 channel; actives 0.13% (n = 310,000); B-score at 10 µM; HEK293-TRPC6 membrane potential dye fluorescence; active compounds read high; Q61143;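 active = B-score of the integrated fluorescence ratio above library mean plus 3 SD, and starting fluorescence ratio within library mean plus 5 SD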;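 also: higher score means more depolarization so channel activation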
Target sequence (Q61143 whole entry, looked up): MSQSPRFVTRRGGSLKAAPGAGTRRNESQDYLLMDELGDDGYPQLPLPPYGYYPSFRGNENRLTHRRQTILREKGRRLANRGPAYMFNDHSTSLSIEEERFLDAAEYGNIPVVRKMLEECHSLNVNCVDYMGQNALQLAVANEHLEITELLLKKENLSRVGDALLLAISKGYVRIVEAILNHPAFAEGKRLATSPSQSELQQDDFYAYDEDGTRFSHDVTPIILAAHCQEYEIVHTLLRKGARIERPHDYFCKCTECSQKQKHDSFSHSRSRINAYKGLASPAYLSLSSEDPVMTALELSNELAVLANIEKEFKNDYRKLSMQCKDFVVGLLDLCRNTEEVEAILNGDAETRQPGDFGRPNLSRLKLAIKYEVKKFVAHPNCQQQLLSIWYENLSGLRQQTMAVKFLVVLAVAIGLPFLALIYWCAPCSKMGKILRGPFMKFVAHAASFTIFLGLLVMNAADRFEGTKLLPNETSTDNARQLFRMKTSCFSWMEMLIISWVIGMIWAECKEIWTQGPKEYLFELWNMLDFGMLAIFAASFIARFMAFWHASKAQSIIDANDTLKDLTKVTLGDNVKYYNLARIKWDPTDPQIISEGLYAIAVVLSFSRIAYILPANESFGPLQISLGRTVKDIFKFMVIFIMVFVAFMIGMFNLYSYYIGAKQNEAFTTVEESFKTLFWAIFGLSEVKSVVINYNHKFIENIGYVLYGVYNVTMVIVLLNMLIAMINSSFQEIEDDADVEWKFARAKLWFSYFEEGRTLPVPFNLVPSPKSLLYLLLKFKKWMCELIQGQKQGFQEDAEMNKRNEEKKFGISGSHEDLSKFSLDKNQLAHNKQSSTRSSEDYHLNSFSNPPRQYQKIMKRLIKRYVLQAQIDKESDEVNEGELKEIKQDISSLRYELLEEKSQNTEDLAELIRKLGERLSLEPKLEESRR
HDAC3 inh – blocks human histone deacetylase 3. recombinant HDAC3, fluorogenic peptide/trypsin coupled, fluorescence. inhibition, % at 8.3 µM. actives 0.15% (n = 320,000); in the data active = inhibition above about 26%, passing the limit was not always enough; inconclusive = no clear call, values can overlap the other calls
TMEM16A act – activates or potentiates the mouse TMEM16A chloride channel. Q8BHY3. HEK293 TMEM16A/YFP-H148Q/I152L, iodide quench fluorescence; active compounds read low. B-score at 10 µM. actives 0.3% (n = 340,000);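 active = fluorescence-ratio B-score plate-corrected deviation score at least 3 library SD below zero, with starting fluorescence score within 5 deviations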;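 also: channel opened by trigger with iodide after compound preincubation; score built on the fluorescence ratio of max minus min over baseline; more negative score means more quench and so TMEM16A activation or potentiation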
SKKanGAS inh – SKKanGAS growth inhibition. S. pyogenes SKKanGAS, kanamycin growth, BacTiter-Glo, 6 h. inhibition, % at 7.5 µM. actives 1.3% (n = 300,000);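 active = mean replicate score, as percent of positive control median, at least 50; inconclusive = mean below 50 but one replicate at or above 50; inactive = mean and every replicate below 50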;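 also: strain carries kanamycin resistance gene driven by streptokinase promoter and grows in 40 µg/ml kanamycin; loss of luminescence reflects streptokinase promoter inhibition or plain growth inhibition; 0% = median of DMSO wells and 100% = positive control at its reference dose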
RGS4 pot – RGS4 potentiation or activation; actives 0.92% (n = 310,000); HEK293 M3R/inducible RGS4, carbachol calcium flux Fluo4; active compounds read low; B-score at 10 µM;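 active = B-score of the integrated calcium signal more than 4 SD below the library mean, with starting fluorescence not abnormally high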;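 also: negative B-score means reduced calcium response which marks RGS4 activation or potentiation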
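System – HEK293 FlpIn-TREx cells, stable M3R, doxycycline-inducible RGS4 · Reagent – ECmax carbachol challenge · Times – compound preincubation 20 min at room temperature before agonist · Technique – Fluo4 fluorescence kinetic imaging of calcium · Measure – B score of integrated Fluo4 ratio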
MrgX1 antagonist – human MrgX1 receptor antagonism, primary screen. MRGX1-HEK293 calcium flux, Fluo-4, BAM8-22 antagonism; active compounds read low. B-score at 10 µM. actives 1.3% (n = 310,000);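 active = calcium-response B-score plate-corrected more than 3 library SD below zero, starting fluorescence within 5 deviations, no agonist response on first addition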;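 also: peak minus trough fluorescence over baseline after final BAM8-22 challenge near maximal dose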
RGS4 inh – human RGS4 inhibition; P49798; HEK293 M3R/RGS4 inducible, Fluo-4 calcium flux; active compounds read high; triggered by carbachol at its EC20; B-score at 10 µM; actives 0.45% (n = 310,000); AID 463165;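 active = B-score, a plate-corrected calcium signal, over three deviations above library mean, with baseline fluorescence within five deviations of library mean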;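 also: RGS4 expression induced by doxycycline in cells with stable M3 receptor; B-score is computed from the integrated fluorescence ratio over baseline after carbachol; higher B-score means a larger calcium signal and so more RGS4 inhibition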
Target sequence (P49798 whole entry, looked up): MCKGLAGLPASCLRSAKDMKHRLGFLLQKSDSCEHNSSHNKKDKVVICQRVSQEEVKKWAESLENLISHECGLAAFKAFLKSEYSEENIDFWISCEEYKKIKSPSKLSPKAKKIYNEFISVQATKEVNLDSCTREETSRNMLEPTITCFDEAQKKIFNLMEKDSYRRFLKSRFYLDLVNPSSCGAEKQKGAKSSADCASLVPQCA
TRPC6 inh – blocks the mouse TRPC6 cation channel. Q61143. HEK293-TRPC6, membrane potential dye, ACh-evoked depolarization; active compounds read low. B-score at 10 µM. actives 1.1% (n = 310,000). AID 2553;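 active = B-score under library mean minus 3 SD, initial fluorescence not abnormally high, positive integrated signal ratio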;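 also: B-score derived from integrated fluorescence ratio over the kinetic read; more negative B-score means stronger inhibition of depolarization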
The depositor's hits bear a star; i = inactive; ? = inconclusive; / = no result given. This is a random part of the collection; 6.7% or so of the library scored in one or more.

SMILES	MrgX1 allo act	MrgX1 ag	TMEM16A inh	TRPC6 act	HDAC3 inh	TMEM16A act	SKKanGAS inh	RGS4 pot	MrgX1 antagonist	RGS4 inh	TRPC6 inh
O=[N+]([O-])c1ccc(CS(=O)(=O)c2ccc(Cl)cc2)cc1	i	i	i	i	2	i	2	i	i	i	i
CCOc1ccc(CNS(=O)(=O)c2ccc3c(c2)CC(=O)N3C)cc1	i	i	i	i	-5	i	6	i	i	i	i
Cc1ccc(C(C)C)c(OCC(=O)Nc2ccc(Cl)cn2)c1	i	i	i	i	-7	i	10	i	i	i	i
NC(N)=Nc1nc(-c2ccccc2)c2cc(F)ccc2n1	i	i	i	i	-19	i	0	i	i	i	i
CCOc1cccc(C2C(C(=O)c3ccc(C)o3)=C(O)C(=O)N2c2nccs2)c1 (stereo not drawn)	i	i	i	i	5	i	25	i	i	i	i
Cc1nnc(NC(=O)NCN2C(=O)C3C4C=CC(C4)C3C2=O)s1 (stereo not drawn)	i	i	i	i	8	i	-1	i	i	i	i
COC(=O)c1ccc(OC(=O)N2CCOCC2)cc1	i	i	i	i	-2	i	-4	i	i	i	i
O=C(N/N=C/c1ccc(N2CCOCC2)cc1)c1ccc(NS(=O)(=O)c2cccs2)cc1	i	i	i	i	-4	i	0	i	i	i	i
O=C(O)/C=C/c1ccc(S(=O)(=O)NCc2cccnc2)cc1	i	i	i	i	-5	i	-4	i	i	i	i
Cc1ccc(CS(=O)(=O)CCC(=O)NCc2ccccc2Cl)cc1	i	i	i	i	0	i	1	i	i	i	i
CC1CN(c2nc(-c3ccccc3)nnc2-c2ccccc2)CC(C)O1 (stereo not drawn)	i	i	i	i	14	i	5	i	i	i	i
CN(C)S(=O)(=O)c1ccc(N2CCN(S(=O)(=O)c3ccc(F)cc3)CC2)c(Cl)c1	i	i	i	i	11	i	-4	i	i	i	i
O=C(c1ccc(Br)cc1)c1cc2ccc(O)cc2oc1=O	i	i	25*	i	-7	i	4	i	i	i	i
COCCN1Cc2cccc(C(=O)Nc3cc(C)cc(C)c3)c2C1=O	i	i	i	i	4	i	1	i	i	i	i
Cc1cn2c(=O)c(C(=O)N3CCN(c4ccccc4Cl)CC3)cnc2s1	i	i	i	i	3	i	-4	i	i	i	i
COc1cc(CC(=O)NCc2ccco2)cc(OC)c1OC	i	i	i	i	2	i	-8	i	i	i	i
COc1cc(CNC(C)(C)CO)ccc1OCC(=O)NC(C)(C)C	i	i	i	i	1	i	1	i	i	i	i
Clc1ccccc1/C=N/Nc1cc(N2CCOCC2)ncn1	i	i	i	i	-1	i	-4	i	i	i	i
COc1ccc(S(=O)(=O)N(CC(=O)N2CCN(c3ccccc3)CC2)c2ccccc2)cc1	i	i	i	i	17	i	-2	i	i	i	i
CCN(Cc1ccncc1)C(=O)Cc1cccs1	i	i	i	i	3	i	-2	i	i	i	i
CC(C)N(C(=O)Nc1ccc2nccnc2c1)C(C)C	i	i	i	i	-6	i	4	i	i	i	i
CS(=O)(=O)N(CC(=O)NCCc1ccccc1)C1CCCCC1	i	i	i	i	-5	i	-1	i	i	i	i
CC(C)(C)c1cc(C(=O)N/N=C/c2ccccn2)n[nH]1	i	i	i	i	6	i	3	i	i	i	i
Cc1ccc(S(=O)(=O)Nc2ccccc2N2CCOCC2)cc1	i	i	i	i	5	i	1	i	i	i	i
CC(C)CC(CCc1ccccc1)OS(N)(=O)=O (stereo not drawn)	i	i	i	i	10	i	4	i	i	i	i
(further entries)
SMILES	MrgX1 allo act	MrgX1 ag	TMEM16A inh	TRPC6 act	HDAC3 inh	TMEM16A act	SKKanGAS inh	RGS4 pot	MrgX1 antagonist	RGS4 inh	TRPC6 inh
CCN(CC)c1ccc(NC(=O)CN2CCN(CC(=O)Nc3ccccc3F)CC2)cc1	i	i	i	i	0	i	8	i	i	i	i
Cc1c(Cl)cccc1-n1nnnc1-c1cccs1	i	i	i	i	6	i	0	i	i	i	i
CN(CC(=O)Nc1cccc(F)c1)C(=O)c1ccc(N2CCCCC2)c([N+](=O)[O-])c1	i	i	i	i	/	i	-8	i	i	i	i
Nc1c(C(=O)NCc2ccc3c(c2)OCO3)nnn1CC(=O)Nc1ccc(Br)cc1	i	i	i	i	6	i	3	i	i	i	i
COc1cc(C2Nc3ccc4ccccc4c3C3=C2C(=O)CC(C)(C)C3)ccc1OCC(=O)O (stereo not drawn)	i	i	i	i	-23	i	6	i	i	i	i
O=C(CSc1nccc(-c2cccs2)n1)Nc1cccc(Cl)c1	i	i	i	i	9	i	3	i	i	i	i
COc1ccccc1NS(=O)(=O)c1cccc(C(=O)N/N=C/c2ccc(NC(C)=O)cc2)c1	i	i	i	i	0	i	1	i	i	i	i
CCc1c(O)nc(N2CCN(Cc3ccccc3)CC2)[nH]c1=O	i	i	i	i	-9	i	-3	i	i	i	i
O=C(Nc1ccccc1)OCCN1CCN(Cc2ccccc2)CCC1=O	i	i	i	i	0	i	2	i	i	i	i
CCCCNc1ncnc2c1cnn2-c1ccc(Cl)cc1	i	i	i	i	2	i	16	i	i	i	i
CCOC(=O)c1cccc(NC(=S)N2CCN(c3ncc4c(=O)c(C(=O)O)cn(CC)c4n3)CC2)c1	i	i	i	i	3	i	?	i	i	i	i
O=C(CCCCCn1c(=S)[nH]c2ccc(N3CCOCC3)cc2c1=O)NCc1ccccc1Cl	i	i	i	i	-2	i	9	i	i	i	i
CC(O)[C@H]1CNC(=O)C(=O)N1CCC12CC3CC(CC(C3)C1)C2 (stereo partly drawn)	i	i	i	i	-6	i	4	i	i	i	i
Cc1nnc(N2CCCC(C(=O)Nc3cc(F)ccc3F)C2)c2nn(-c3ccccc3)c(C)c12 (stereo not drawn)	i	i	i	i	-3	i	6	i	i	i	i
COc1cccc(-c2c3c([nH]c(=O)c2C#N)CCc2cc(OC)ccc2-3)c1	i	i	i	i	1	/	5	i	i	i	i
COc1ccc(/C=N/NS(=O)(=O)c2ccc(C)cc2)cc1	i	i	i	i	2	i	5	i	i	i	i
C/C(CC(=O)Nc1cc(Cl)ccc1Cl)=N\NC(=O)c1ccccc1Br	i	i	i	i	10	i	4	i	i	i	i
CCOc1cc(/C=N/NC(=O)Cn2nc([N+](=O)[O-])cc2C)cc(Br)c1OCc1ccccc1C	i	i	i	i	6	i	26	i	i	i	i
Cc1cc2cc(CN(Cc3nnnn3C3CCCCC3)CC3CCCO3)c(=O)[nH]c2cc1C (stereo not drawn)	i	i	i	i	-4	i	4	i	i	i	i
Cc1ccc(-n2c(SCC(=O)NCCC3=CCCCC3)nc3n[nH]c(C)c3c2=N)cc1Cl	i	i	i	i	4	i	2	i	i	i	i
COc1ccc(-n2c(CNc3ccc(C)cc3)nnc2SCc2ccccc2)cc1	i	i	i	i	10	i	7	i	i	i	i
COC(=O)Cc1cc(=O)oc2c(C)c(O)ccc12	i	i	i	i	-83	i	-2	i	i	i	i
C/C(=N/NC(=O)c1ccc2c(c1)OCO2)c1ccc(NC(=O)C(F)(F)F)cc1	i	i	i	i	2	i	-2	i	i	i	i
COc1cc2c(cc1OC)CN(S(=O)(=O)c1ccccc1F)CC2	i	i	i	i	-4	i	-1	i	i	i	i
CCCOc1ccc(CNC(=S)NCc2ccc(OC(C)C)cc2)cc1	i	i	i	i	15	i	-14	i	i	i	i

Some of the entries so far, with each value named:
O=C(N/N=C/c1ccc(N2CCOCC2)cc1)c1ccc(NS(=O)(=O)c2cccs2)cc1
  MrgX1 allo act: i	MrgX1 ag: i	TMEM16A inh: i	TRPC6 act: i	HDAC3 inh: -4	TMEM16A act: i	SKKanGAS inh: 0	RGS4 pot: i	MrgX1 antagonist: i	RGS4 inh: i	TRPC6 inh: i

O=C(O)/C=C/c1ccc(S(=O)(=O)NCc2cccnc2)cc1
  MrgX1 allo act: i	MrgX1 ag: i	TMEM16A inh: i	TRPC6 act: i	HDAC3 inh: -5	TMEM16A act: i	SKKanGAS inh: -4	RGS4 pot: i	MrgX1 antagonist: i	RGS4 inh: i	TRPC6 inh: i

Next results follow:
SMILES	MrgX1 allo act	MrgX1 ag	TMEM16A inh	TRPC6 act	HDAC3 inh	TMEM16A act	SKKanGAS inh	RGS4 pot	MrgX1 antagonist	RGS4 inh	TRPC6 inh
O=C(NC(Cc1ccccc1)C(=O)O)/C(=C\c1ccc(F)cc1)NC(=O)c1ccco1 (stereo not drawn)	i	i	i	i	6	i	4	i	i	i	i
COCC1CCCCN1Cc1cn[nH]c1-c1ccc2cc(OC)ccc2c1 (stereo not drawn)	i	i	i	i	-1	i	1	i	i	i	i
CCc1nn(CCCC(=O)NCc2cc(Br)ccc2OC)c(=O)c2cc3occc3n12	i	i	i	i	-3	i	7	i	i	i	i
COc1ccc(NC(=O)CSc2nncs2)cc1OC	i	i	i	i	2	i	8	i	i	i	i
CCc1nc(NC(=O)c2sc(C)nc2C)sc1C(=O)OC	i	i	i	i	2	/	-4	i	i	i	i
CCOc1ccc(N(CC(=O)Nc2ccc(OC)cc2)S(=O)(=O)c2c(C)[nH]c(=O)[nH]c2=O)cc1	i	i	i	i	2	i	1	i	i	i	i
CCn1c(CNC(=O)c2ccccc2OC)nnc1SCC(=O)c1ccc(F)cc1	i	i	i	i	2	i	0	i	i	i	i
O=C(NNC(=O)c1ccc(Oc2ccc(C3SCCS3)cc2)o1)c1ccc(Cl)cc1	i	i	i	i	12	i	7	i	i	i	i
O=C(Nc1nnc(-c2ccc(Cl)cc2)o1)c1ccccc1Br	i	i	i	i	4	i	94*	i	i	i	i
O=Cc1ccc(O)c(O)c1	i	i	i	i	3	i	5	i	i	i	i
CC1(C)CC(=O)C2=C(C1)OC(N)=C(C#N)C21C(=O)N(CN2CCOCC2)c2ccccc21 (stereo not drawn)	i	i	i	i	0	i	-4	i	i	i	i
COc1ccc(C(=O)OCC(=O)NCC2CCCO2)cc1S(=O)(=O)N1CCCc2ccccc21 (stereo not drawn)	i	i	i	i	-2	i	-5	i	i	i	i
CCOC(=O)c1c(S(=O)(=O)NCC(=O)Nc2ccccc2OC)c(C)n(C)c1C	i	i	i	i	0	i	-1	i	i	i	i
Cn1cnc([N+](=O)[O-])c1SCCO	i	i	i	i	?	i	1	i	i	i	i
Cc1ccc(NC(=S)C2=C(O)c3ccccc3N(C)S2(=O)=O)cc1	i	i	i	i	-4	i	30	i	i	i	i
CCN(CC)CCNCc1ccc(-c2ccc(Cl)cc2)o1	i	i	i	i	3	i	0	i	i	i	i
